# Bioassay records deposited in PubChem BioAssay by several laboratories.
# HTR5A ag ctr: counter-screen for OPRM1-OPRD1 agonists: human HTR5A agonism; P47898; HTR5A agonist assay, luminescence, cell-based; activation, % at 9.3 µM; 340,000 tested, 0.61% active; AID 504692; in the data active means activation mostly above about 9.5%, no sharp cut-off; inactive means mostly below about 7.6%;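 further: 0% = cells with vehicle only and 100% = reference agonist; strong numbers were not always called active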
# DAGLB inh: blocks human DAGLB lipase activity | AID 504411 | 340,000 tested, 0.059% active | HEK293T DAGLB membrane lysate, EnzChek fluorogenic substrate | inhibition, % at 5.17 µM | Q8NCG7; in the data active means inhibition above about 34%;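 further: 0% = enzyme with vehicle and 100% = wells lacking enzyme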
# V-ATPase pHluor: alters yeast V-ATPase proton transport | S. cerevisiae, pHLuorin cytosolic pH fluorescence | response, % at 10 µM | 350,000 tested, 0.37% active | AID 504577; in the data active means response mostly above about 7.3%, no sharp cut-off; inactive means mostly below about 5.4%; further: actives read high; inactives centre near 0; some compounds called inactive have numbers as strong as hits; reference of the scale not given here
# Arrestin-AP2 inh: human beta-arrestin and AP2 interaction inhibition | inhibition, % at 10 µM | 340,000 tested, 0.31% active | AID 504490 | FITC-arrestin peptide / GST-AP2 beads, flow cytometry; AP2 beta2 appendage carries R879A mutation;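 active means inhibition above a set limit, near 3 SD of compounds lacking own fluorescence, cut at about 54% in these data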;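 further: plate controls were DMSO wells for no effect and 5 µM unlabelled arrestin peptide for full effect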
#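 test system = AP2 appendage R879A on GSH beads | buffer or medium = PBS plus Tween 20 (0.05%) and BSA (0.1%) | incubation = 12 min plus 1 h, RT | detection = bead flow cytometry, FITC channel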
# MOR-DOR inv ag: inverse agonist of human OPRM1-OPRD1 heterodimerization. P35372+P41143. cell-based MOR-DOR heterodimer luminescence, inverse agonism. inhibition, % at 9.3 µM. 340,000 tested, 0.21% active; in the data active means inhibition above about 22%, passing the limit was not always enough;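 further: 0% = cells with DMSO and 100% = wells without cells with DMSO; values of inactives mirror those of a sister screen read the other way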
# Target sequence (P35372 whole entry, looked up): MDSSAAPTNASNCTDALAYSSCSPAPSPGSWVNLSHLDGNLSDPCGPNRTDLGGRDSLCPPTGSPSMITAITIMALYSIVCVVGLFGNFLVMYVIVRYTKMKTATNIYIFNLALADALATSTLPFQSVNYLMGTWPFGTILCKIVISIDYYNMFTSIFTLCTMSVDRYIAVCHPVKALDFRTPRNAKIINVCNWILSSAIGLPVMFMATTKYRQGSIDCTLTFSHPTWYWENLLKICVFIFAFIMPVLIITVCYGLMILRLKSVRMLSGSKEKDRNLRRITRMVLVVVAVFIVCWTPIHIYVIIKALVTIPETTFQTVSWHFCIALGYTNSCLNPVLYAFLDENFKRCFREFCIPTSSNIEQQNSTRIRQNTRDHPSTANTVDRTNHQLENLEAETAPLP
# Target sequence (P41143 whole entry, looked up): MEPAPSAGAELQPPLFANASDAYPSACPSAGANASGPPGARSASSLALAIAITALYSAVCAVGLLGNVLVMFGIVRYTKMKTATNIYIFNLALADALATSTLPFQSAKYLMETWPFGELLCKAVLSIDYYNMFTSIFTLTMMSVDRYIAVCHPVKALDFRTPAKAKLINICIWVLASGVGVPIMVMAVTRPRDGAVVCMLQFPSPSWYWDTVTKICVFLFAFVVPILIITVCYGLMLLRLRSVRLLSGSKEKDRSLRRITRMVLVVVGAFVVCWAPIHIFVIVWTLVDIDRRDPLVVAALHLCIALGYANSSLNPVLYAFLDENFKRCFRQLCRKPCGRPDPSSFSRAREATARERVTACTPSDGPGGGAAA
# HTR5A inv ctr: counter-screen for OPRM1-OPRD1 inverse agonists: human HTR5A inverse agonism; AID 504634; 340,000 tested, 0.083% active; HTR5A cell line, luminescence; inhibition, % at 9.3 µM; in the data active means inhibition mostly above about 23%, no sharp cut-off; inactive means mostly below about 18%;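 further: 0% = cells with DMSO and 100% = no-cell wells with DMSO; some compounds called inactive have numbers as strong as hits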
# PKA-R1A activ: activators of PKA-R1A complex | P00514+P68181 | PKA-R1A dissociation, Cy5-IP20 fluorescence polarization; scaled: DMSO 0%, 113 µM cGMP 100% | activation, % at 11.4 µM | 340,000 tested, 0.083% active;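 active means percent activation above the mean of all tested compounds plus 3 SD, cut at about 19% in these data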;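 further: higher means more PKAc released from R1A so a rise in polarization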
# MOR-DOR ag: agonists of human mu-delta opioid receptor heterodimerization; P35372+P41143; cells, OPRM1-OPRD1 heterodimerization, luminescence; activation, % at 9.3 µM; 340,000 tested, 0.3% active; in the data active means activation above about 18%;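 further: 0% = vehicle-treated cells and 100% = reference agonist; values of inactives mirror those of a sister screen read the other way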
# PKA-R2B act: PKA-R2B complex activation. AID 504700. P22694+P31323. 340,000 tested, 0.079% active. activation, % at 11.4 µM. PKA-R2B holoenzyme dissociation, Cy5-IP20 fluorescence polarization; R2B truncated from residue 108, S112A mutant; 0% DMSO only, 100% 113 µM cGMP;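 active means activation above a cutoff set at the mean over all compounds plus 3 SD, cut at about 18% in these data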;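 further: higher means more holoenzyme dissociation and a rise in polarization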
# Pemphigus Ab inh: blocks pemphigus antibody binding to human desmoglein-3. P32926. DSG3-coupled beads, scFv-anti-DSG3-GFP binding, flow cytometry; stronger effect = lower value. binding (percent of control), % at 10 µM. 310,000 tested, 0.48% active. AID 588358;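 active means binding more than 3 SD below its plate's average and above zero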;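 further: hits lower antibody fragment binding to DSG3; some compounds called inactive have numbers as strong as hits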
# Active calls of the source: *; x = no result given.
# Each structure is followed by: HTR5A ag ctr	DAGLB inh	V-ATPase pHluor	Arrestin-AP2 inh	MOR-DOR inv ag	HTR5A inv ctr	PKA-R1A activ	MOR-DOR ag	PKA-R2B act	Pemphigus Ab inh
- CCOC(=O)C1=C(COC(=O)c2ccc(Cl)c(S(=O)(=O)N3CCOCC3)c2)NC(=O)NC1C (configuration not stated)
    -1.5	-2.0	-2.0	0.2	7.0	5.3	-2.4	-1.3	-9.2	100.4
- Cn1nc(C(=O)N2CCc3ccccc32)c2ccccc2c1=O
    -0.8	0.7	-1.9	-8.2	24.5	14.3	1.8	-4.9	-6.3	84.2
- COc1cccc2c1OC1(C)CC2/C(=C(\C)O)C(=O)N1 (configuration not stated)
    -3.9	-1.0	-2.5	8.6	5.5	10.9	-10.7	-1.0	-11.3	104.6
- COc1ccc(C(=O)COC(=O)CN2C(=O)NC(C)(C)C2=O)cc1OC
    7.2	2.9	-3.3	-0.9	-1.5	-19.7	-10.7	0.3	-4.0	102.2
- CCc1ccc(CCC(=O)Nc2nnc(CC)s2)o1
    -6.6	1.9	-4.6	1.4	3.2	-54.0	-12.2	-0.6	-0.3	100.3
- COc1ccccc1Cn1c(C)nnc1-c1cnn(C)c1N
    3.6	-0.4	7.0	8.4	-6.7	12.3	-6.4	1.5	4.7	x
- CCn1c(CNC(=O)Cc2ccc(OC)cc2)nnc1SCC(=O)Nc1ccc(C(=O)O)cc1
    -1.2	-2.2	-0.5	33.6	9.1	-0.3	-7.7	-1.9	0.8	98.1
- CCCCN(Cc1ccccc1)S(=O)(=O)c1c(N)n(C)c(=O)n(C)c1=O
    1.2	-3.1	-2.1	3.7	12.7	2.5	0.4	-2.4	-1.5	100.9
- COc1ccccc1NC(=O)NCCCl
    -0.8	0.4	-2.0	-5.8	10.9	3.1	-6.3	-1.9	-4.9	103.9
- CC(C)(C)CC(=O)Nc1ccccc1N1CCN(c2ccc(F)cc2)CC1
    11.0	-11.3	2.2	3.1	-31.9	8.9	-15.2	5.8	-10.1	112.3
- CN(C)N1C(N)=C(C#N)C(c2ccc3c(c2)OCO3)C2=C1CCCC2=O (configuration not stated)
    7.5	0.0	-1.1	-9.2	6.0	-29.1	-0.9	-1.3	-0.2	97.0
- NC(=O)c1nsc(C(=O)N(CC(=O)NCc2ccccc2)c2cccc(F)c2)c1N
    -0.9	-2.3	-1.8	-13.1	7.5	2.2	-11.1	-1.3	-2.2	107.2
- COc1cc(NC(=O)c2ccc(COCC(F)(F)F)cc2)cc(OC)c1OC
    4.6	-0.2	-0.4	9.9	-5.0	21.4	-0.1	0.9	-8.2	94.1
- O=C(Cc1ccccc1)NNC1CC(=O)N(c2ccccc2)C1=O (configuration not stated)
    -5.8	0.0	1.3	-7.4	15.8	14.6	-9.9	-3.0	-9.0	99.4
- O=S(=O)(c1ccc(-n2cnnn2)cc1)N1CCN(c2ccccc2F)CC1
    1.0	-6.1	4.7	38.9	-9.2	2.9	-7.3	1.8	-8.4	92.5
- CSc1ncccc1C(=O)Nc1cc(C)ccn1
    -1.9	-0.4	3.9	-7.1	16.3	-10.2	0.3	-3.0	1.9	x
- CC(=O)c1cccc(NC(=O)CSc2nc(=O)n(CCN3CCOCC3)c3c2CCCC3)c1
    -1.9	0.1	6.1	1.3	19.0	4.6	-7.4	-3.7	-11.3	102.6
- CC(C)(C)NC(=O)c1cccc(NC(=O)c2ccc3c(c2)C(=O)N(C(C)(C)C)C3=O)c1
    0.8	-5.1	1.6	2.0	-27.4	-14.8	-8.8	5.5	-8.6	98.0
- COC(=O)c1ccc(NC(=O)c2cc[n+]([O-])cc2)cc1
    10.3	-0.1	5.2	-3.6	12.6	-28.6	1.1	-2.5	-6.0	109.1
- N#Cc1ccc(C2N=C(c3ccccc3)NO2)cc1 (configuration not stated)
    4.4	-3.8	4.5	-3.6	-9.1	-11.8	-6.1	1.7	-3.5	102.3
- Cc1cccc(C)c1NC(=O)CN1CCN(C(=O)CCC(=O)N2CCC(c3ccccc3)=N2)CC1
    x	-0.2	-0.9	x	x	x	11.6	x	12.5	99.2
- O=[N+]([O-])c1ccc(N(CCO)Cc2ccccc2)c([N+](=O)[O-])c1
    -1.9	3.4	3.9	5.8	-5.2	7.1	9.9	1.1	10.0	118.3
- O=C(CSc1nnc2c(n1)[nH]c1ccccc12)NCc1ccccc1F
    3.6	0.0	5.9	-7.9	-16.4	-10.7	-0.9	2.0	-9.0	117.2
- O=C(CCc1nnc2ccc(NCc3ccco3)nn12)N1CCN(c2ccc(F)cc2)CC1
    0.0	0.9	-0.1	22.9	4.2	14.4	0.2	-0.8	11.2	x
- O=C(Cn1cc2c(n1)CCCC2)NCCCN1CCN(c2ccccc2F)CC1
    -1.0	6.6	-1.4	3.4	2.6	2.7	-0.8	-0.5	4.7	107.1
- CCOC(=O)C1(Cc2ccc(OC)cc2)CCN(C(=O)c2sc(C)nc2C)CC1
    2.8	0.0	1.6	-3.4	15.0	-7.1	5.2	-2.2	2.2	102.8
- CC(=O)N1CCOc2ccc(S(=O)(=O)Nc3ncccc3C)cc21
    6.5	0.6	4.3	-3.5	8.8	21.7	-11.9	-1.6	-5.0	93.7
- O=C(Nc1cccc2ccccc12)c1onc2c1CCCC2
    7.3	-10.3	-2.1	5.9	-9.8	-17.6	-7.4	2.0	0.3	99.8
- CCCc1cc(=O)oc2cc(OCc3ccc(C(=O)O)cc3)ccc12
    4.2	1.4	-2.3	1.7	18.4	-15.7	3.8	-3.9	-8.9	101.5
- COc1ccc(OCC(O)COc2ccc(C(=O)O)cc2)cc1 (configuration not stated)
    -2.9	-1.4	3.0	4.3	8.8	7.2	-9.9	-1.8	5.1	101.6
- COc1ccc(OCCCC(=O)N2CCN(S(=O)(=O)c3cccc(F)c3)CC2)cc1
    4.2	-0.2	1.4	-5.6	-5.7	-12.8	-1.7	0.9	0.5	103.7
- Clc1ccc(-c2ccc(CNCc3ccccn3)o2)cc1
    2.4	-2.5	-1.4	18.9	6.9	-8.8	3.2	-1.5	5.9	85.5
- CC1Cc2ccccc2N1C(=O)CN1C(=O)NC2(CCCCC2)C1=O (configuration not stated)
    1.2	-2.5	-1.5	-10.2	8.8	12.3	-0.2	-2.2	-3.0	98.2
- Cc1ccccc1C(=O)N1CCN(c2ccc(NC(=O)c3ccco3)cc2Cl)CC1
    -2.2	-0.1	2.7	-0.4	4.9	6.3	-2.0	-0.9	-4.9	104.9
- COc1ccc(C(=O)Nc2cc(C)c(NC(=O)c3ccccc3OC)cn2)cc1
    1.8	2.2	0.3	-2.0	-1.4	4.8	-7.9	0.2	1.3	95.1
- COc1cc(NC(=O)c2ccc3c(SCC(=O)O)c4c(nc3c2)CCCC4)cc(OC)c1OC
    -3.0	-1.9	1.1	33.3	-2.3	-2.7	-6.7	0.5	6.8	110.2
- O=C(NN=C1CCN(Cc2ccccc2)CC1)c1ccccc1
    0.0	-0.5	-4.2	-3.6	8.1	-5.7	-11.0	-1.7	1.6	108.2
- C=CCC(C#Cc1ccc(C)cc1)N(CC)CC (configuration not stated)
    -0.4	-2.5	-1.4	3.6	2.9	-14.9	-4.5	-0.7	7.1	x
- Nc1n[nH]c2ccccc12
    2.6	1.6	-1.7	-2.3	3.4	8.6	0.0	-0.5	4.2	106.7
- CC(=O)c1c(C)n(C)c2ccc(OC(=O)c3ccco3)cc12
    -2.2	-1.8	-0.9	26.0	9.4	-3.5	3.8	-1.6	-9.2	99.6
- O=C(CS(=O)(=O)c1ccc(Cl)cc1)N1CCN(c2ccccc2)CC1
    x	1.5	0.9	x	x	x	6.1	x	-13.9	95.8
- Nn1c(SC/C=C/c2ccccc2)nnc1-c1cccnc1
    -3.0	-0.6	-1.6	16.4	9.7	7.2	6.2	-2.0	2.6	105.6
- Cc1ccc(CCNC(=O)C2CCN(S(=O)(=O)c3ccc4c(c3)CCC(=O)N4)CC2)cc1
    1.9	0.0	-7.0	8.8	-7.5	-5.5	-5.4	1.5	-4.5	77.0*
- CC(=O)Nc1ccc2oc(C)nc2c1
    -1.1	0.0	1.9	10.2	5.3	2.9	-5.1	-0.9	1.8	103.3
- Cc1cc(OCC(=O)Nc2ccc(S(=O)(=O)NC3=NCCCCC3)cc2)c(C(C)C)cc1Cl
    4.5	-3.0	-2.0	-5.3	-11.2	-12.0	4.1	1.9	3.2	102.8
- COc1cc(OC)c(C2C(C#N)=C(N)Oc3cc(C)n(CCCN4CCOCC4)c(=O)c32)cc1OC (configuration not stated)
    0.9	1.9	-3.0	22.4	6.5	-13.3	9.5	-1.2	-3.6	95.0
- Cc1nc2ccsc2c(=O)n1-c1cccc(Cl)c1
    -1.1	-3.0	2.9	11.5	6.2	-11.5	-1.6	-1.2	9.4	109.8
- CCc1nnc(NC(=O)CN2C(=O)/C(=C/c3cc(OC)c(OC)c(OC)c3)SC2=S)s1
    1.4	2.6	-0.1	-2.4	-1.1	-3.9	1.6	0.2	-3.6	97.0
- Cc1nc2ccccc2n1/C(=N\S(=O)(=O)c1ccccc1)c1ccccc1
    -2.3	0.3	0.2	-0.6	10.8	6.3	8.8	-1.8	-5.8	95.0
- O=C(N=C1SC2CS(=O)(=O)CC2N1c1cccc(Cl)c1Cl)C1CC1 (configuration not stated)
    3.0	-0.3	1.4	7.4	5.0	-6.2	-16.8	-0.9	-2.9	96.7

# Additional entries.
# Each structure is followed by: HTR5A ag ctr	DAGLB inh	V-ATPase pHluor	Arrestin-AP2 inh	MOR-DOR inv ag	HTR5A inv ctr	PKA-R1A activ	MOR-DOR ag	PKA-R2B act	Pemphigus Ab inh
- CCN1CCc2c(sc(NC(=O)c3ccc(S(=O)(=O)N4CCOCC4)cc3)c2C(N)=O)C1
    0.7	0.5	-4.2	4.4	17.1	0.6	-4.7	-2.9	-8.8	104.2
- Cc1ccccc1C(=O)NNC(=S)NC(=O)c1cccs1
    -6.5	1.8	-2.3	1.1	21.2	24.4	-17.3	-4.2	4.3	78.9*
- Cc1csc(-c2coc3cc(O)cc(C)c3c2=O)n1
    5.8	-0.3	0.9	-42.4	5.2	-8.9	-13.3	-0.9	4.5	117.3
- O=C(COC(=O)Cc1ccc(Br)cc1)Nc1c(F)c(F)c(F)c(F)c1F
    -2.1	-6.0	1.3	-2.8	-37.6	5.6	-9.8	7.4	-12.6	108.2
- CC(=O)Oc1ccc(OC(C)=O)c2c1CC1(C)OC1(C)C2 (configuration not stated)
    x	-2.1	-1.4	x	x	x	-5.7	x	3.8	96.8
- C[C@@H]1CN([C@@H](C)CO)S(=O)(=O)c2ccc(Br)cc2O[C@H]1CN(C)C(=O)C1CCC1
    x	1.0	-1.4	x	x	x	-4.6	x	-5.2	x
- CCOc1ccc(CCNC(=O)c2ccccc2OCc2c(C)noc2C)cc1OCC
    1.3	-1.7	1.5	19.9	-10.8	19.1	-1.5	1.7	3.4	105.3
- CCN(CC)CCCN(Cc1cc2cc3c(cc2[nH]c1=O)OCO3)C(=O)Nc1ccccc1OC
    5.7	-1.9	3.8	14.5	1.3	-14.5	-0.8	-0.2	6.2	93.3
